From PubChem BioAssay
TRPC4 inh: blocks the mouse TRPC4 cation channel. AID 2247. B-score at 10 µM. hit rate 0.39% among 300,000. HEK293 TRPC4beta/mu-opioid, DAMGO-evoked Fluo4 calcium flux; hits give low values;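 active means B-score over 3 SD under the library average, no early fluorescence shift, positive overall ratio signal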
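Assay system – HEK293 line stably carrying TRPC4beta and mu-opioid receptor · Doses – single dose · Detection – Fluo4 calcium-dye fluorescence, kinetic read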
KCNQ1 block: human KCNQ1 channel inhibition; CHO-K1 KCNQ1, FluxOR thallium flux fluorescence; hits give high values; AID 2642; hit rate 1.3% among 310,000; P51787; B-score at 10 µM;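 active means compounds whose thallium flux B-score, printed positive for inhibition, exceeds three library SD while starting fluorescence stays within three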;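 further: channel opened by potassium depolarization with thallium stimulus after 20 min compound exposure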
hERG protect: shields human hERG channel from block by proarrhythmic agents. hit rate 0.51% among 310,000. activation (rescue from dofetilide block), less the hit threshold, % at 10 µM. AID 1511. Q12809. CHO-hERG, FluxOR thallium flux, dofetilide IC70 present;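 active means activation above the mean of controls blocked by dofetilide plus 5 SD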;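 further: thallium influx through hERG after potassium depolarization seen as dye fluorescence rise; in these data hits start at about 4.7%; inactives centre near -7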
Platelet DG rel: modulates dense granule release in human platelets; inhibition, %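 (compounds screened at 7.5 µM in platelet-rich plasma)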; hit rate 0.22% among 300,000; human platelet-rich plasma, SFLLRN dense granule ATP release, luminescence;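 active means mean replicate score, as percent of positive control, at or above 50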
KCNK3 block: human KCNK3 channel inhibition, primary screen | hit rate 0.84% among 340,000 | AID 602410 | B-score at 10 µM | O14649 | CHO-KCNK3 thallium flux, FluxOR fluorescence; hits give low values;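 active means B-score under library mean minus 4 SD, starting fluorescence ratio at most library mean plus 5 SD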;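 further: more negative B-score means stronger inhibition of thallium flux through KCNK3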
Target sequence (O14649 whole entry, looked up): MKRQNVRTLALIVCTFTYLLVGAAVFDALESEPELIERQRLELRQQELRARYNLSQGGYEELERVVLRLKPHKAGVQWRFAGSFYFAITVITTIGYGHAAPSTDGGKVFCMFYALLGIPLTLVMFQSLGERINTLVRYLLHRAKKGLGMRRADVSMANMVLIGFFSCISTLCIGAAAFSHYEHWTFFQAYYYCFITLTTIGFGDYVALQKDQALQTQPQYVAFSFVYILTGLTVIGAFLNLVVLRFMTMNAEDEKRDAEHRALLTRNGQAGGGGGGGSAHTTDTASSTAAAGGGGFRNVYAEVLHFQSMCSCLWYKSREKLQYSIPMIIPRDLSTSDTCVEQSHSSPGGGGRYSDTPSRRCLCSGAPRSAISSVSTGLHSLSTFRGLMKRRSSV
TRPC4 agonist: opens the mouse TRPC4 cation channel; Q9QUQ5; HEK293 TRPC4beta/mu-opioid, Fluo4 calcium fluorescence; hits give high values; B-score at 10 µM; hit rate 0.49% among 310,000;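 active means B-score above 5 SD of library B-scores, and initial fluorescence ratio not above library mean plus 5 SD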;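 further: positive B-score marks a calcium rise read as TRPC4 activation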
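Assay system: HEK293 cells stably co-expressing mouse TRPC4beta and mu-opioid receptor / Timing: Fluo4 dye loading 45 min at room temperature, 110 s recording / Signal: Fluo4 calcium-sensitive dye fluorescence, kinetic, 1 Hz baseline / Read-out: integrated baseline-normalised fluorescence ratio, converted to per-well B score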
PolyA inh: inhibitors of polyadenylation in S. cerevisiae. S. cerevisiae SKY197-pL101 polyadenylation reporter, beta-gal luminescence; efflux-impaired pdr1/pdr3 knockout yeast; score 100 = 6 SD above DMSO. calls only at 12 µM. hit rate 0.02% among 300,000. AID 1875;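 active means lowest replicate activity score at least 50, where 100 means six control SD above control mean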;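 further: yeast exposed to compound for 9 h at 30 °C; higher score means more reporter readthrough which indicates perturbed polyadenylation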
TRPC4 PAM: allosteric potentiators of mouse TRPC4 channel; Q9QUQ5; HEK293 TRPC4beta/mu-opioid, DAMGO EC20, Fluo-4 Ca2+ flux; hits give high values; B-score at 10 µM; hit rate 0.42% among 310,000;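 active means B-score of calcium response area above 5 SD of library B-scores, with initial fluorescence ratio within 5 SD of library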;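 further: B-score of integrated fluorescence ratio over time as area under calcium response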
KCNQ1 pot: human KCNQ1 channel potentiation or activation | B-score at 10 µM | AID 2648 | CHO-K1 KCNQ1, thallium flux FluxOR fluorescence; hits give high values | hit rate 0.35% among 310,000;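 active means fluorescence ratio B-score, a plate-corrected score, at least three library SD, with initial intensity B-score within 5 SD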
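Doses: Single concentration per compound, DMSO matched to controls | Test system: KCNQ1-transfected CHO-K1 cells | Timing: 90 min dye loading and 20 min compound exposure, both at room temperature | Measured by: Kinetic FluxOR thallium fluorescence, 10-s 1-Hz baseline, 110-s post-stimulus read | Medium: Assay buffer with matched DMSO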
KCNK9 inh: human KCNK9 channel inhibition; hit rate 1.2% among 310,000; B-score at 10 µM; HEK293 KCNK9, FluxOR thallium flux fluorescence; hits give low values; Q9NPC2;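 active means ratio B-score over 3 SD below the library mean, with starting fluorescence within 5 SD of its mean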;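 further: negative B-score means less thallium flux so channel inhibition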
Target sequence (Q9NPC2 whole entry, looked up): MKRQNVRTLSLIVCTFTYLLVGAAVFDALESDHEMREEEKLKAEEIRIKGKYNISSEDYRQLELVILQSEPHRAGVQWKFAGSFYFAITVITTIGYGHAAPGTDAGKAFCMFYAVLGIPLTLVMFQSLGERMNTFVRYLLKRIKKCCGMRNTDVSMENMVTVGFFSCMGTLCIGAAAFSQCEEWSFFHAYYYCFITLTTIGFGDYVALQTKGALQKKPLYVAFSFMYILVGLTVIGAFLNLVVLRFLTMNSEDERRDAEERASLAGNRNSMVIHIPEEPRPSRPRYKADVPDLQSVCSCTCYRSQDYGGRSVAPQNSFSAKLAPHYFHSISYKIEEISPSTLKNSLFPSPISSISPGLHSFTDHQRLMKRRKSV
DYRK1A inh: inhibitors of rat Dyrk1A kinase; hit rate 0.43% among 310,000; ADP-Glo luminescence, NFATc1 peptide; inhibition, % at 12.5 µM; Q63470; in the data active means inhibition above about 50%;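 further: plate controls were vehicle with enzyme for no effect and no enzyme for full effect; many of its hits are not listed in these tables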
* = called active by the depositor; i = inactive; . = not tested or not shown. Some of the compounds tested. The share of hits here may be higher or lower than overall.

SMILES	TRPC4 inh	KCNQ1 block	hERG protect	Platelet DG rel	KCNK3 block	TRPC4 agonist	PolyA inh	TRPC4 PAM	KCNQ1 pot	KCNK9 inh	DYRK1A inh
C=CCNC(=S)NNC(=O)C(CC(C)C)CC(C)O (configuration not stated)	i	i	-10	-6	i	i	i	i	i	i	8
Cc1ccc(CC2C(=O)N(c3ccccc3)C(=O)C2C)cc1 (configuration not stated)	i	i	-7	8	i	i	i	i	i	i	.
COC(=O)[C@@H]1C[C@H]2CC[C@H](O)C[C@H]2N1Cc1ccc(C(C)(C)C)cc1	i	i	-11	-11	i	i	i	i	i	i	19
COc1ccc(N=CC2=C(O)CC(C)(C)CC2=O)cc1OC	i	i	2	-4	i	i	i	i	i	i	9
c1ccc(-c2noc(CC3CCCCC3)n2)cc1	i	i	-7	12	i	i	i	i	i	i	-1
O=C(COC(=O)C1(c2ccc(F)cc2)CCCC1)NC1CC1	i	i	-17	4	i	i	i	i	i	i	-2
CCOc1ccc(C(=O)N/N=C/c2ccc(-c3ccc(S(=O)(=O)Nc4ncccn4)cc3)o2)cc1	i	i	0	-17	i	i	i	i	i	i	9
CC(=O)N1c2ccc(S(=O)(=O)N3CCC(C(=O)NCc4ccc(N(C)C)cc4)CC3)cc2CC1C (configuration not stated)	i	i	-6	15	i	i	i	i	i	i	3
COc1ccc(NC(=O)C2CC(=O)n3c(nc4ccccc43)N2)cc1 (configuration not stated)	i	i	-11	-8	i	i	.	i	i	i	-6
O=c1[nH]c(NNC(=S)NCc2ccccc2)nc2c1C1(CCCCC1)Cc1ccccc1-2	i	i	-6	-9	i	i	i	i	i	i	4
Cc1cc(C(=O)N/N=C/c2ccc(-c3ccc([N+](=O)[O-])cc3C)o2)n[nH]1	i	i	-7	14	i	i	i	i	i	i	3
CCc1cc2c(N[C@@H](Cc3c[nH]c4ccccc34)C(=O)O)ncnc2s1	i	i	-8	-2	i	i	i	i	i	i	8
CCn1c(=O)cc(SCC(=O)Nc2ccc3c(c2)OCCO3)c2ccccc21	i	i	-4	0	i	i	i	i	i	i	2
CCN1CCN(Cc2ccc(C(=O)Nc3ccc(C)c(NCc4cnc(NC(=O)OC)cn4)c3)cc2C(F)(F)F)CC1	i	i	-10	1	i	i	i	i	i	i	.
CCN(CC)C(=O)CSc1nnc(COc2ccccc2)n1N	i	i	-6	0	i	i	i	i	i	i	3
Nc1ccccc1-c1nnc(-c2ccc(-c3ccccc3)cc2)o1	i	i	-8	12	i	i	i	i	i	i	-2
Cc1ccc(N2CC(C(=O)NCc3cccs3)CC2=O)cc1C (configuration not stated)	i	i	-3	0	i	i	i	i	i	i	6
COc1ccc(CC(=O)NCCCc2ccccc2)cc1OC	i	i	-3	-9	i	i	i	i	i	i	-2
C=C(Cl)COc1ccc2c(CCC)cc(=O)oc2c1	i	i	-12	-12	i	i	i	i	i	i	14
Cc1ccc(S(=O)(=O)N2CCC(C(N)=O)CC2)c(C)c1C	i	i	1	-4	i	i	i	i	i	i	-2
CCC1Sc2ccc(S(=O)(=O)CCC(=O)Nc3ccc(OC(F)(F)F)cc3)cc2NC1=O (configuration not stated)	i	i	-3	5	i	i	i	i	i	i	-2
CCC1CCc2c(sc(NC(=O)CSc3nc(-c4ccco4)cc(C(F)(F)F)n3)c2C#N)C1 (configuration not stated)	i	i	-2	-2	i	i	i	i	i	i	-1
COc1ccccc1N1C(=O)CC(Sc2ccccc2N)C1=O (configuration not stated)	i	i	-5	-6	i	i	i	i	i	i	4
CC(C)[C@H](NC(=O)c1ccccc1F)C(=O)NCc1ccc(S(N)(=O)=O)cc1	i	i	-1	0	i	i	i	i	i	i	-7
CC(C)(C)Nc1nc2nonc2nc1NC(C)(C)C	i	i	-4	1	i	i	i	i	i	i	-4
Cc1nc2nc(CCc3ccccc3)nn2c(C)c1Cl	i	i	-16	-2	i	i	i	i	i	i	-8
Cn1cnnc1SCC(=O)NC1CCCN(Cc2ccccc2F)C1 (configuration not stated)	i	i	-5	9	i	i	i	i	i	i	4
Cc1ccc(OCC(=O)c2cc(C)n(Cc3ccco3)c2C)c([N+](=O)[O-])n1	i	i	-9	0	i	i	i	i	i	i	10
CN(CC(=O)Nc1ccc(N2CCOCC2)cc1)C(=O)CCc1ccccc1Cl	i	i	-16	2	i	i	i	i	i	i	8
CCOc1cc(-c2sc(Nc3ccccc3)n[n+]2-c2ccc(F)cc2)ccc1OC	i	i	-16	14	i	i	i	i	i	i	-4
CC1=NNC(=O)/C1=C\c1cn(-c2ccccc2)nc1-c1cccs1	i	i	-6	4	i	i	i	i	i	i	2
O=C(CCC(F)(F)F)N1CCCC(N2CCN(c3cccc(Cl)c3)CC2)C1 (configuration not stated)	i	i	-4	-8	i	i	i	i	i	i	.
CCc1cccc(C)c1NC(=O)CO/N=C(\C)c1cc2ccccc2o1	i	i	-10	-1	i	i	i	i	i	i	6
O=C(CN1CCN(c2ccccn2)CC1)Nc1ccc(Br)cc1	i	i	-6	-6	i	i	i	i	i	i	-4
COC(=O)c1ccc(N2CCN(S(=O)(=O)c3c(C)cc(C)cc3C)CC2)c([N+](=O)[O-])c1	i	i	-12	1	i	i	i	i	i	i	-2
Cc1noc(C)c1S(=O)(=O)N1CCC2(CC1)OCCO2	i	i	-2	.	i	i	i	i	i	i	-1
Cc1cc(-c2csc(NC(=O)c3ccc(S(=O)(=O)N(C)C)cc3)n2)c(C)n1-c1ccccc1	i	i	-9	2	i	i	i	i	i	i	4
CN1CCN(NC(=O)CN2C(=O)/C(=C/c3ccccc3F)SC2=S)CC1	i	i	-6	0	.	i	i	i	i	i	.
Brc1ccc(CSc2ccc3nnc(-c4ccccn4)n3n2)cc1	i	i	-23	13	i	i	i	i	i	i	6
C/C(=C\c1ccccc1)CN1CCN(c2ccccc2F)CC1	i	i	-11	0	i	i	i	i	i	i	-43
Cc1ccc(CON=C2CCN(c3ncc(C(F)(F)F)cc3Cl)CC2)cc1	i	i	-9	-1	i	i	i	i	i	i	-1
Cc1ccc(N2CC(C(=O)OCC(=O)NNC(=O)c3ccccc3)CC2=O)cc1 (configuration not stated)	i	i	-11	2	i	i	i	i	i	i	1
Cc1ccc(NC(=O)CN(C)CC(=O)Nc2ccc(N3CCOCC3)cc2)c([N+](=O)[O-])c1	i	i	-7	7	i	i	i	i	i	i	-1
Cc1ccc(C)c(NC(=O)CCC(=O)NNC(=O)c2cccs2)c1	i	i	-8	6	i	i	i	i	i	i	-4
CCN(CCNC(=O)c1cc(C)nn1-c1ccccc1)c1ccccc1	i	i	-14	22	i	i	i	i	i	i	2
CN1CCN(C(=O)c2ccc3c(=O)n(Cc4ccco4)c(=S)[nH]c3c2)CC1	i	i	-11	0	i	i	i	i	i	i	-1
O=[N+]([O-])c1ccccc1S(=O)(=O)c1ccccc1[N+](=O)[O-]	i	i	-9	0	i	i	i	i	i	i	-2
Cc1ccc(-n2nc3c(c2NC(=O)c2ccc(Br)o2)CSC3)c(C)c1	i	i	-9	-10	i	i	i	i	i	i	5
CCNC(=O)CC1SC(=Nc2ccc(C)c([N+](=O)[O-])c2)N(C)C1=O (configuration not stated)	i	i	-11	-6	i	i	i	i	i	i	.
O=C(COC(=O)/C=C/c1ccccc1)Nc1cc(C(F)(F)F)ccc1N1CCOCC1	i	i	-2	-11	i	i	i	i	i	i	-6
CC12CC3CC(C)(C1)CC(C(=O)N1CCN(C(=O)C4CCCO4)CC1)(C3)C2 (configuration not stated)	i	i	-5	2	i	i	i	i	i	i	3
O=C(CN(c1ccc2c(c1)OCCO2)S(=O)(=O)c1ccccc1)NCc1ccco1	i	i	-6	1	i	i	i	i	i	i	-7
COC(=O)CSc1nnc(-c2ccccn2)n1Cc1ccco1	i	i	-6	-6	i	i	i	i	i	i	7
O=C(Nc1nnc(SCC(=O)N2CCOCC2)s1)C1CC(=O)N(c2ccc(F)cc2)C1 (configuration not stated)	i	i	-7	-5	i	i	i	i	i	i	-4
Cc1ccc(-n2cnnn2)c(S(=O)(=O)N2CCOCC2)c1	i	i	-4	6	i	i	i	i	i	i	-2
COc1ccccc1Nc1nc(N(C)c2ccccc2)nc(N)c1[N+](=O)[O-]	i	i	0	-10	i	i	i	i	i	i	5
Cc1ccc(S(=O)(=O)Nc2cccc3c2CCCC3)cc1	i	i	-5	4	i	i	i	i	i	i	-4
OCC1CCCN(c2nc(CN3CCCCC3)nc3scc(-c4ccccc4)c23)C1 (configuration not stated)	i	i	-8	10	i	i	i	i	i	i	0
COc1ccc(NC(=O)NCCc2c[nH]c3ccccc23)c(OC)c1	i	i	-1	13	i	i	i	i	i	i	-3
O=[N+]([O-])c1ccc(NCc2ccccn2)nc1	i	i	-10	-4	i	i	i	i	i	i	1

Looked up above:
CN1CCN(C(=O)c2ccc3c(=O)n(Cc4ccco4)c(=S)[nH]c3c2)CC1 in hERG protect reads -11
Cc1ccc(C)c(NC(=O)CCC(=O)NNC(=O)c2cccs2)c1 in Platelet DG rel reads 6
COC(=O)[C@@H]1C[C@H]2CC[C@H](O)C[C@H]2N1Cc1ccc(C(C)(C)C)cc1 in Platelet DG rel reads -11

Further compounds:
SMILES	TRPC4 inh	KCNQ1 block	hERG protect	Platelet DG rel	KCNK3 block	TRPC4 agonist	PolyA inh	TRPC4 PAM	KCNQ1 pot	KCNK9 inh	DYRK1A inh
O=C(Cn1cnc2ccccc2c1=O)c1ccc(OC(F)F)cc1	i	i	-11	3	i	i	i	i	i	i	7
CCOC(=O)C(C)c1c(C)[nH]c(=S)[nH]c1=O (configuration not stated)	i	i	-3	-5	i	i	i	i	i	i	5
O=C(O)c1ccccc1-c1ccccc1C(=O)NNc1ccccc1	i	i	-9	-3	i	i	i	i	i	i	3
CS(=O)(=O)OCCCCOS(C)(=O)=O	i	i	-1	-2	i	i	i	i	i	i	-2
COc1cccc(/C=C/C(=O)NCc2cn3cc(Cl)ccc3n2)c1OC	i	i	-14	2	i	i	i	i	i	i	14
CCOC(=O)/C(=N/Nc1ccccc1)Sc1nnnn1-c1ccc(C)cc1	i	i	-4	0	i	i	i	i	i	i	8
O=C(Nc1cccc(-c2cscn2)c1)C1CCN(Cc2ccccn2)CC1	i	i	-10	-2	i	i	i	i	i	i	2
